TRPC4 inh: inhibitors of mouse TRPC4 channel, primary screen, Fluo4 calcium, HEK293 TRPC4beta/mu-opioid cells | DAMGO-evoked Fluo4 calcium flux; stronger effect = lower value | actives 0.39% (n = 300,000) | B-score at 10 µM;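 active means B-score over 3 SD under the library average, no early fluorescence shift, positive overall ratio signal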
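Assay system: Stable TRPC4beta/mu-opioid receptor HEK293 cells | Reagent: DAMGO in two steps, submaximal then maximal | Compound dosing: Single concentration per test compound | Signal: Fluo4 Ca2+ flux fluorescence | Evaluation: Per-well B score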
MrgX1 agonist: agonists of human MrgX1 receptor, primary screen, HEK293 cells, Fluo-4 calcium flux; Mas-related G-protein coupled receptor member X1 (Homo sapiens), Q96LB2; Fluo-4 calcium fluorescence, agonist mode; stronger effect = higher value; B-score at 10 µM; actives 0.44% (n = 310,000);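 active means calcium response B-score plate-corrected fluorescence ratio at least 3 library SD, with starting fluorescence B-score inside 5 SD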
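Test system: Stable human MrgX1 HEK293 cell line | Schedule: Overnight plating before 1 h dye loading | Read-out basis: Baseline-normalised fluorescence change ratio, B-scored | Detection: Kinetic calcium dye fluorescence, Fluo-4 NW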
TRPC6 act: mouse TRPC6 channel activators, primary screen, cell-based, HEK293, membrane potential dye. actives 0.13% (n = 310,000). HEK293-TRPC6 membrane potential dye fluorescence; stronger effect = higher value. Short transient receptor potential channel 6 (Mus musculus), Q61143. B-score at 10 µM. AID 2550, 2010;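 active means B-score of the integrated fluorescence ratio above library mean plus 3 SD, and starting fluorescence ratio within library mean plus 5 SD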;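 further: higher score means more depolarization so channel activation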
MrgX1 allo act: positive allosteric modulators of MrgX1, primary screen, HEK293 cells, Fluo-4 calcium flux. FDSS; stronger effect = higher value. B-score at 10 µM. actives 0.63% (n = 310,000);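 active means plate-corrected calcium response at least 3 library SD above typical, normal starting fluorescence, not activating the receptor alone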;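 further: compound read alongside a low EC10 to EC30 dose of BAM8-22 agonist; peak minus trough fluorescence over baseline measured at the second addition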
RGS4 block: RGS4 inhibitors, primary screen, cell-based, HEK293 M3R inducible RGS4, calcium flux. Fluo-4 calcium flux; stronger effect = higher value; triggered by carbachol at its EC20. B-score at 10 µM. actives 0.45% (n = 310,000);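 active means B-score, a plate-corrected calcium signal, over three deviations above library mean, with baseline fluorescence within five deviations of library mean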;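 further: RGS4 expression induced by doxycycline in cells with stable M3 receptor; B-score is computed from the integrated fluorescence ratio over baseline after carbachol; higher B-score means a larger calcium signal and so more RGS4 inhibition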
TRPC4 PAM: positive allosteric modulators of TRPC4, primary screen, cell-based, mouse TRPC4beta, HEK293 mu-opioid, Fluo-4 calcium; Short transient receptor potential channel 4 (Mus musculus), Q9QUQ5; DAMGO EC20, Fluo-4 Ca2+ flux; stronger effect = higher value; B-score at 10 µM; actives 0.42% (n = 310,000); AID 2227, 2009;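 active means B-score of calcium response area above 5 SD of library B-scores, with initial fluorescence ratio within 5 SD of library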;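 further: B-score of integrated fluorescence ratio over time as area under calcium response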
TMEM16A inh: TMEM16A chloride channel inhibitors, primary screen, cell-based, HTS; HEK293 TMEM16A/YFP iodide influx fluorescence, ionomycin; normalized B-score (activity score, 25-100; higher = stronger inhibition) at 10 µM; AID 588511, 2011; actives 1.2% (n = 310,000); Anoctamin-1 (Mus musculus), Q8BHY3;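 active means ratio plate-corrected score three or more library SD toward inhibition, starting fluorescence score within five deviations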;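 further: score derived from kinetic fluorescence span divided by baseline fluorescence per well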
Target sequence (Q8BHY3 whole entry, looked up): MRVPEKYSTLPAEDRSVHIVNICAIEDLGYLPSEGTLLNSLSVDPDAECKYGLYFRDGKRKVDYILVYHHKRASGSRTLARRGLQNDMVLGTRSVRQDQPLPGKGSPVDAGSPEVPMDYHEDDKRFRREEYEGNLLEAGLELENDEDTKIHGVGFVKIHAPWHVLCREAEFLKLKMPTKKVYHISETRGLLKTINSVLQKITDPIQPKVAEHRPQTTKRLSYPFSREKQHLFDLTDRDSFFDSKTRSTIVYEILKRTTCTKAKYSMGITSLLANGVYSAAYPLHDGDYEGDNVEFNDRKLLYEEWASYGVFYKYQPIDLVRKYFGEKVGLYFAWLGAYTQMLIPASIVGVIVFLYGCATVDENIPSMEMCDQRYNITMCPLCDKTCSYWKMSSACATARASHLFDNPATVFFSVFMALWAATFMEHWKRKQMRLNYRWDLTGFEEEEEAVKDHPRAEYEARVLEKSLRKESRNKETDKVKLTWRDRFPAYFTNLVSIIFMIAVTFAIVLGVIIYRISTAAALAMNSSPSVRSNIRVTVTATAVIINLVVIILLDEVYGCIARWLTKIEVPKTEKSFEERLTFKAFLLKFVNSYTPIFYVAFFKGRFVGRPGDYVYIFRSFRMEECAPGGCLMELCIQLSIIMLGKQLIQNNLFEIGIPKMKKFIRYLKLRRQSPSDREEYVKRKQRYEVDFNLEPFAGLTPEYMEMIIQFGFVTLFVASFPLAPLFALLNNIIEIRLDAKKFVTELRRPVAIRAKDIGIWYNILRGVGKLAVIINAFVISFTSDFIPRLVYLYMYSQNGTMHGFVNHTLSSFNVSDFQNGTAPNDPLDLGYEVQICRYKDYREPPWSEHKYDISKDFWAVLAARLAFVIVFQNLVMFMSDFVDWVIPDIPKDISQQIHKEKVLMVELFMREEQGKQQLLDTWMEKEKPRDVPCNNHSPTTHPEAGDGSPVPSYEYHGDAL
TRPC6 inh: mouse TRPC6 channel inhibitors, primary screen, cell-based, HEK293, membrane potential dye. Short transient receptor potential channel 6 (Mus musculus), Q61143. ACh-evoked depolarization; stronger effect = lower value. B-score at 10 µM. actives 1.1% (n = 310,000). AID 2553, 2010;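 active means B-score under library mean minus 3 SD, initial fluorescence not abnormally high, positive integrated signal ratio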;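 further: B-score derived from integrated fluorescence ratio over the kinetic read; more negative B-score means stronger inhibition of depolarization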
MrgX1 antag: antagonists of human MrgX1 receptor, primary screen, HEK293 cells, Fluo-4 calcium flux; Mas-related G-protein coupled receptor member X1 (Homo sapiens), Q96LB2; AID 588676, 2011; B-score at 10 µM; BAM8-22 antagonism; stronger effect = lower value; actives 1.3% (n = 310,000);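 active means calcium-response B-score plate-corrected more than 3 library SD below zero, starting fluorescence within 5 deviations, no agonist response on first addition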;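 further: peak minus trough fluorescence over baseline after final BAM8-22 challenge near maximal dose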
TRPC4 agonist: activators of mouse TRPC4 channel, primary screen, Fluo4 calcium, HEK293 TRPC4beta/mu-opioid cells; Fluo4 calcium fluorescence; stronger effect = higher value; AID 2237, 2010; B-score at 10 µM; Short transient receptor potential channel 4 (Mus musculus), Q9QUQ5; actives 0.49% (n = 310,000);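 active means B-score above 5 SD of library B-scores, and initial fluorescence ratio not above library mean plus 5 SD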;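 further: positive B-score marks a calcium rise read as TRPC4 activation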
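System: HEK293 cells stably co-expressing mouse TRPC4beta and mu-opioid receptor; Schedule: Fluo4 dye loading 45 min at room temperature, 110 s recording; Detection: Fluo4 fluorescence, kinetic; Evaluation: B-scored integrated calcium fluorescence ratio; Controls: buffer (low) and maximal DAMGO (high).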
TMEM16A act: TMEM16A chloride channel activators or potentiators, primary screen, cell-based, HTS; HEK293 TMEM16A/YFP-H148Q/I152L, iodide quench fluorescence; stronger effect = lower value; B-score at 10 µM; actives 0.3% (n = 340,000);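 active means fluorescence-ratio B-score plate-corrected deviation score at least 3 library SD below zero, with starting fluorescence score within 5 deviations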;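 further: channel opened by trigger with iodide after compound preincubation; score built on the fluorescence ratio of max minus min over baseline; more negative score means more quench and so TMEM16A activation or potentiation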
The depositor's hits bear a star; i = inactive; / = not tested or not shown. Not all compounds are listed, so the mix of outcomes need not match the whole.

# | Structure | TRPC4 inh | MrgX1 agonist | TRPC6 act | MrgX1 allo act | RGS4 block | TRPC4 PAM
1 | O=C(Nc1ccc(C(=O)O)c(O)c1)c1ccccc1 | i | i | i | i | i | i
2 | O=C(O)C(O)C(O)C(O)C(O)C(=O)O (stereo not given) (tested in a mixture with another compound) | / | i | / | i | / | /
3 | COc1cc2nc(N3CCN(C(=O)[C@H]4COc5ccccc5O4)CC3)nc(N)c2cc1OC | i | i | i | i | i | i
4 | COc1ccc(CN2CCN(C(c3ccc(F)cc3)c3ccc(F)cc3)CC2)c(OC)c1OC | i | i | i | i | i | i
5 | O=C(O)/C=C/c1ccc(O)cc1 | i | i | i | i | i | i
6 | O=c1ccn([C@H]2C[C@H](O)[C@@H](CO)O2)c(=O)[nH]1 | i | i | i | i | i | i
7 | Cc1ccccc1Oc1ncnc2oc(-c3ccccc3)cc12 | i | i | i | 18.1* | i | i
8 | Cn1c(=O)c2c(ncn2CCO)n(C)c1=O | i | i | i | i | i | i
9 | NC(N)=NC(=O)Cc1c(Cl)cccc1Cl | i | i | i | i | i | i
10 | COc1ccc2nc(NC(=O)Nc3ccccc3)sc2c1 | i | i | i | i | i | i
11 | CNc1c2c(nn1C)CCCC2 | i | i | i | i | i | i
12 | COc1ccc2ccc(=O)oc2c1 | i | i | i | i | i | i
13 | C=C1c2cccc(O)c2C(O)=C2C(=O)[C@]3(O)C(O)=C(C(N)=O)C(=O)[C@@H](N(C)C)[C@@H]3[C@@H](O)[C@H]12 | i | i | i | i | i | i
14 | CC12CCC(=O)C=C1CCC1C2CCC2(C)C1CC[C@]2(O)C(=O)CO (stereo not given in full) | i | i | i | i | i | i
15 | COc1ccccc1OCCNCC(O)COc1cccc2[nH]c3ccccc3c12 (stereo not given) | i | i | i | i | i | i

# | TMEM16A inh | TRPC6 inh | MrgX1 antag | TRPC4 agonist | TMEM16A act
1 | i | i | i | i | i
2 | i | / | i | / | i
3 | i | i | i | i | i
4 | i | i | i | i | i
5 | i | i | i | i | i
6 | i | i | -6.84* | i | i
7 | i | i | i | i | i
8 | i | i | i | i | i
9 | i | i | i | 46* | i
10 | i | i | i | i | i
11 | i | i | i | i | i
12 | i | i | i | i | i
13 | i | i | i | i | i
14 | i | i | i | i | i
15 | i | -7.01* | i | i | /

Structural class, those above containing a COOH group.
# | Structure | TRPC4 inh | MrgX1 agonist | TRPC6 act | MrgX1 allo act | RGS4 block | TRPC4 PAM
1 | O=C(Nc1ccc(C(=O)O)c(O)c1)c1ccccc1 | i | i | i | i | i | i
2 | O=C(O)C(O)C(O)C(O)C(O)C(=O)O (stereo not given) (tested in a mixture with another compound) | / | i | / | i | / | /
5 | O=C(O)/C=C/c1ccc(O)cc1 | i | i | i | i | i | i

# | TMEM16A inh | TRPC6 inh | MrgX1 antag | TRPC4 agonist | TMEM16A act
1 | i | i | i | i | i
2 | i | / | i | / | i
5 | i | i | i | i | i

Laid out differently: entries from further up.
(3) COc1cc2nc(N3CCN(C(=O)[C@H]4COc5ccccc5O4)CC3)nc(N)c2cc1OC
(4) COc1ccc(CN2CCN(C(c3ccc(F)cc3)c3ccc(F)cc3)CC2)c(OC)c1OC
(5) O=C(O)/C=C/c1ccc(O)cc1
(6) O=c1ccn([C@H]2C[C@H](O)[C@@H](CO)O2)c(=O)[nH]1
(7) Cc1ccccc1Oc1ncnc2oc(-c3ccccc3)cc12
(8) Cn1c(=O)c2c(ncn2CCO)n(C)c1=O
compound no.	3	4	5	6	7	8
TRPC4 inh	i	i	i	i	i	i
MrgX1 agonist	i	i	i	i	i	i
TRPC6 act	i	i	i	i	i	i
MrgX1 allo act	i	i	i	i	18.1*	i
RGS4 block	i	i	i	i	i	i
TRPC4 PAM	i	i	i	i	i	i
TMEM16A inh	i	i	i	i	i	i
TRPC6 inh	i	i	i	i	i	i
MrgX1 antag	i	i	i	-6.84*	i	i
TRPC4 agonist	i	i	i	i	i	i
TMEM16A act	i	i	i	i	i	i

Other records
# | Structure | TRPC4 inh | MrgX1 agonist | TRPC6 act | MrgX1 allo act | RGS4 block | TRPC4 PAM
16 | COC(c1ccccc1)(c1ccccc1)C(Oc1nc(C)cc(C)n1)C(=O)O (stereo not given) | i | i | i | i | i | i
17 | COc1c(O)cc2c(c1O)[C@@H]1O[C@H](CO)[C@@H](O)[C@H](O)C1OC2=O (stereo not given in full) | i | i | i | i | i | i
18 | CCC(=O)O[C@]1(C(=O)SCF)[C@H](C)C[C@H]2[C@@H]3C[C@H](F)C4=CC(=O)C=C[C@]4(C)[C@@]3(F)[C@@H](O)C[C@@]21C | i | i | i | i | i | i
19 | O=C(O)CNC(=O)c1ccccc1 | i | i | i | i | i | i
20 | Nc1ncnc2nc[nH]c12 | i | i | i | i | i | i
21 | Cc1ccc(Oc2ncnc3sccc23)cc1 | i | i | i | 17.1* | i | i
22 | C/C=C(/C)C(=O)OC1c2c(ccc3ccc(=O)oc23)OC(C)(C)C1OC(=O)/C(C)=C\C (stereo not given) | i | i | i | i | i | i
23 | CCCCCCCCCCCC(=O)O | / | i | / | i | / | /
24 | CCCCC1C(=O)N(c2ccccc2)N(c2ccccc2)C1=O | i | i | i | i | i | i
25 | COC(=O)C1=CO[C@@H](OC2OC(CO)C(O)C(O)C2O)[C@@H]2[C@@H](C)[C@@H](O)C[C@H]12 (stereo not given in full) | i | i | i | i | i | i
26 | C/C=C(/C)C(=O)O[C@@H]1c2cc(OC)c(OC)c(OC)c2-c2c(cc3c(c2OC)OCO3)C[C@H](C)[C@]1(C)O | / | i | i | i | i | 16*
27 | CCCOC(=O)c1ccc(O)cc1 | / | i | / | i | / | /
28 | Cc1cccc(C)c1NC(=O)C1CCCCN1C (stereo not given) | i | i | i | i | i | i
29 | Cc1[nH]c2ccccc2c1/C=N/NC(N)=S | i | i | i | i | i | i
30 | CCCCCCCC/C=C\CCCCCCCC(=O)O | i | i | i | i | i | i

# | TMEM16A inh | TRPC6 inh | MrgX1 antag | TRPC4 agonist | TMEM16A act
16 | i | i | i | i | i
17 | i | i | i | i | i
18 | i | i | -6.21* | i | /
19 | i | i | i | i | i
20 | i | i | i | i | i
21 | i | i | i | i | i
22 | 25* | i | i | i | i
23 | i | / | i | / | i
24 | i | i | i | i | i
25 | i | i | i | i | i
26 | i | i | i | i | i
27 | i | / | i | / | i
28 | i | i | i | i | i
29 | i | i | i | i | i
30 | i | i | i | i | i

The results go on.
# | Structure | TRPC4 inh | MrgX1 agonist | TRPC6 act | MrgX1 allo act | RGS4 block | TRPC4 PAM
31 | CC(O)CC(=O)O (stereo not given) | / | i | / | i | / | /
32 | CCCCOc1ccc(CC(=O)NO)cc1 | i | i | i | i | i | i
33 | CC[C@]1(O)C[C@@H]2CN(CCc3c([nH]c4ccccc34)[C@@](C(=O)OC)(c3cc4c(cc3OC)N(C)[C@H]3[C@@](O)(C(=O)OC)[C@H](OC(C)=O)[C@]5(CC)C=CCN6CC[C@]43[C@@H]65)C2)C1 | i | i | i | i | i | i
34 | NNC(=O)CP(=O)(c1ccccc1)c1ccccc1 | i | i | i | i | i | i
35 | CCOC(=O)NNc1nncc2ccccc12 | / | i | / | i | / | /
36 | C[C@H]1c2cccc(O)c2C(O)=C2C(=O)[C@]3(O)C(O)=C(C(N)=O)C(=O)[C@@H](N(C)C)C3[C@@H](O)C21 (stereo not given in full) | i | i | i | i | i | i
37 | NC(=NCc1ccccc1)NC(=O)c1nc(Cl)c(N)nc1N | i | i | i | i | i | i
38 | CC(=O)Nc1ccc(O)cc1 | / | i | / | i | / | /
39 | CC(C)(CO)C(O)C(=O)NCCCO (stereo not given) | i | i | i | i | i | i
40 | CN(C)CCOc1ccccc1Cc1ccccc1 | i | i | i | i | i | i
41 | COc1ccc(/C=N/NC(=O)c2ccncc2)cc1OC | i | i | i | i | i | i
42 | O=c1cc(-c2ccc(O)cc2)oc2cc(O[C@@H]3O[C@H](CO)[C@@H](O)[C@H](O)[C@H]3O[C@@H]3OC[C@](O)(CO)[C@H]3O)cc(O)c12 | i | i | i | i | i | i
43 | C[C@@H]1C[C@H]2[C@@H]3C[C@H](F)C4=CC(=O)C=C[C@]4(C)[C@@]3(F)[C@@H](O)C[C@]2(C)[C@@]1(O)C(=O)COC(=O)C(C)(C)C | i | i | i | i | i | i
44 | Cc1cccc2c1NC(=O)/C2=C\C(=O)c1cccs1 | i | i | i | i | i | i
45 | COc1cc([C@H]2Oc3cc([C@H]4Oc5cc(O)cc(O)c5C(=O)[C@@H]4O)ccc3O[C@@H]2CO)ccc1O | i | i | i | i | i | i

# | TMEM16A inh | TRPC6 inh | MrgX1 antag | TRPC4 agonist | TMEM16A act
31 | i | / | i | / | i
32 | i | i | i | i | i
33 | i | i | i | i | i
34 | i | i | i | i | i
35 | i | / | i | / | i
36 | i | i | -6.78* | i | i
37 | i | i | i | i | i
38 | i | / | i | / | i
39 | i | i | i | i | i
40 | i | i | i | i | i
41 | i | i | i | i | i
42 | i | i | i | i | i
43 | i | i | i | i | i
44 | i | i | i | i | i
45 | i | i | i | i | i

Screening data from PubChem.
